TEAD-YAP block – TEAD-YAP interaction inhibition | HEK-TIYL cells, TEAD-Gal4/YAP UAS-luciferase luminescence | inhibition, % at 9.12 µM | 640,000 compounds, 1.4% hits | AID 1259422; in the data active = inhibition above about 32%;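 also: 0% = median of test compound wells and 100% = reference inhibitor wells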
FBW7 act – activators of human E3 ligase FBW7; AlphaScreen FBW7–phospho-cyclin E peptide binding, activator screen; normalized activity (activation), % at 26.1 µM; 650,000 compounds, 0.13% hits; AID 1259310; in the data active = normalized activity above about 1.9%;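 also: purified mutant Fbw7 with reduced substrate affinity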
MITF inh – blocks human microphthalmia-associated transcription factor | O75030 | AlphaScreen MITF homodimerization, bead proximity signal | inhibition, % at 2.6 µM | 650,000 compounds, 0.91% hits | AID 1259374; in the data active = inhibition above about 50%;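 also: 0% = vehicle wells with protein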
Target sequence (O75030 whole entry, looked up): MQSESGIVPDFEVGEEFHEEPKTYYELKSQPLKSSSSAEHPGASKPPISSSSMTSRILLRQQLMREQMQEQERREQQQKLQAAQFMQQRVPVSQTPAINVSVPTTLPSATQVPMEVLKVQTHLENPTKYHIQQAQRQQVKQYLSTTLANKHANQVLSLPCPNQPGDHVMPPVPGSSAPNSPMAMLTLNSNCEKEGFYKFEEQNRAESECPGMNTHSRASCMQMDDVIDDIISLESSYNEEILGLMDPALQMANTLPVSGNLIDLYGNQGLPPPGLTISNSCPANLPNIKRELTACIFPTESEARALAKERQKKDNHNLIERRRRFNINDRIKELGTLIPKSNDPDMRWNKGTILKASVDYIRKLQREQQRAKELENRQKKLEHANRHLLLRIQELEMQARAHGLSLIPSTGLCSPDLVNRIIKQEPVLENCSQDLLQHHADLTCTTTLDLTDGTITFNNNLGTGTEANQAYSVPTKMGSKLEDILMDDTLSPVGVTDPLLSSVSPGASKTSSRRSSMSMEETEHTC
GPR151 ag – activators of human GPR151; PathHunter beta-arrestin GPR151 cells, luminescence; Q8TDV0; activation, % at 11.2 µM; 650,000 compounds, 1% hits; in the data active = activation above about 4.9%;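 also: 0% = median of compound wells and 100% = cells with positive control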
Target sequence (Q8TDV0 whole entry, looked up): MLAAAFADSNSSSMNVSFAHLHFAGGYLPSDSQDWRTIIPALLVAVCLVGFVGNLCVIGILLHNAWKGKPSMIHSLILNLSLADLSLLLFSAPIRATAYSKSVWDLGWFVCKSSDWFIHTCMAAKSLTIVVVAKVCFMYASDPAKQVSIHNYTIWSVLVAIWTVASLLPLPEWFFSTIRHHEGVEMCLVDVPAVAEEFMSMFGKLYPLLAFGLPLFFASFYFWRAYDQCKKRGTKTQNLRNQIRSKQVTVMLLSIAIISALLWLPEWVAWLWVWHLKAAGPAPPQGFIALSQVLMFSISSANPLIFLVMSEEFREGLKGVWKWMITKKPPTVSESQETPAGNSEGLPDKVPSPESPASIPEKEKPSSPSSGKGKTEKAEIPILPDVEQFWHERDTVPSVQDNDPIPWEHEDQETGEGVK
* marks the source's active call; other numbers are inactive results.

The opening 2 entries, to show the layout:
Sequence of screens: MITF inh	TEAD-YAP block	FBW7 act	GPR151 ag
COc1ccccc1CNC(=O)Cc1c(C)nc2c(-c3ccccc3)c(C)nn2c1C
  10	-4	0.1	-0.3
COc1ccc(/C=C(/NC(=O)c2ccccc2Cl)C(=O)Nc2ccc(C(C)=O)cc2)cc1
  8	21	0.3	-2.3

All compounds of this part, from the start:
Sequence of screens: MITF inh	TEAD-YAP block	FBW7 act	GPR151 ag
COc1ccccc1CNC(=O)Cc1c(C)nc2c(-c3ccccc3)c(C)nn2c1C
  10	-4	0.1	-0.3
COc1ccc(/C=C(/NC(=O)c2ccccc2Cl)C(=O)Nc2ccc(C(C)=O)cc2)cc1
  8	21	0.3	-2.3
CC1(C(=O)NCC2Cc3cc(-c4cncnc4)cc(Cl)c3O2)CC1 (centres undefined)
  14	3	0.0	1.3
CCc1sc(C(=O)Nc2ccon2)cc1Br
  18	-21	0.2	-1.2
COc1ccc(NC(=O)c2ccc(F)c(S(=O)(=O)N3CCc4ccccc43)c2)cc1
  6	-3	0.0	-1.5
COc1ccc(Nc2nnc(SCC3CCCO3)s2)cc1 (centres undefined)
  4	-35	0.0	-0.8
CN(C)CCNc1ccnc2c(-c3cccc(NS(C)(=O)=O)c3)cnn12
  20	-8	0.0	-0.2
Cc1ccccc1C(NC(=O)C1CCN(C(=O)c2ccc(C#N)cc2)CC1)c1ccccn1 (centres undefined)
  1	-1	0.3	-1.3
CCN(Cc1ccccc1)Cc1ccc(C(=O)NCc2cn3cc(C)sc3n2)c(=O)[nH]1
  -4	2	0.0	1.9
Cc1ccc(-c2nc(CN3NS(=O)(=O)c4ccccc4C3=O)cs2)cc1
  0	-8	-0.2	-1.1
CC(C)(C)C(=O)COC(=O)c1ccccc1Cl
  -2	10	0.0	0.3
O=C(Nc1ccncc1)c1ccc(N2CC3CC(C2)c2cccc(=O)n2C3)c(NC(=O)c2ccccc2Br)c1 (centres undefined)
  4	5	0.8	0.7
COc1ccc(CCNc2nc(SCC(=O)N3CCN(c4ccccc4)CC3)nc3ccccc23)cc1OC
  10	36*	0.6	0.6
Cc1ccc(N=C2N=C(N)c3ccccc32)cc1
  -12	-13	0.2	1.5
Cc1cc2nn(-c3ccccc3)nc2cc1NC(=S)NC(=O)c1ccco1
  -5	-46	0.0	0.3
C/C(=N\N=C(/N)SC1CC(=O)N(c2ccccc2)C1=O)c1ccc(Cl)cc1 (centres undefined)
  2	17	0.1	0.5
O=C(Cn1cnc2sc3c(c2c1=O)CCCC3)NCC1CCCO1 (centres undefined)
  -6	0	-0.1	-2.0
COc1ccc(C)cc1S(=O)(=O)N(C)Cc1ccccc1
  7	4	0.8	-0.8
CC1(C)[C@H]2CC=C(CN3CCC(n4nccc4NC(=O)c4ccc5c(c4)OCO5)CC3)[C@@H]1C2
  -3	6	0.0	-0.6
CCN(CC)CCNC(=O)c1sc2ncn(CC(=O)Nc3ccc(C)c(Cl)c3)c(=O)c2c1C
  12	6	0.2	0.0

More structures.
Sequence of screens: MITF inh	TEAD-YAP block	FBW7 act	GPR151 ag
Cc1ccc(N(CC(=O)NCCC(C)C)C(=O)c2snc(C(N)=O)c2N)c(C)c1
  8	-11	0.1	1.2
Cc1ccccc1C(=O)Nc1ccc(Cl)cc1F
  1	-17	0.2	-3.4
CN1CCN(CCC=C2c3ccccc3Sc3ccc(S(=O)(=O)N(C)C)cc32)CC1
  -4	-19	-0.1	-1.5
Cc1ccc(/C=C2\N=C(c3cccc(I)c3)OC2=O)o1
  3	10	0.0	-0.9
COc1ccc(C2CC(c3cccs3)=NN2c2nc(-c3ccc(CC(C)C)cc3)cs2)cc1OC (centres undefined)
  6	0	0.1	0.5
Cc1ccc(NC(=O)CC2S/C(=N/c3nc4ccccc4s3)N(C)C2=O)cc1 (centres undefined)
  -6	-10	-0.1	1.8
O=[N+]([O-])c1cc(NC2OC(CO)C(OC3OC(CO)C(O)C(O)C3O)C(O)C2O)ccc1Cl (centres undefined)
  8	2	0.1	1.3
CCOc1ccc2nc(N3C(=O)CNC3=S)sc2c1
  -1	-37	-0.1	-1.2
COc1cccc(NC(=O)C2C3C=CC4(O3)C2C(=O)N(CCc2ccc(Cl)cc2)C4C(=O)NC2CCCCC2)c1 (centres undefined)
  -3	-2	-0.1	-0.6
COc1cccc(C(=O)Cn2c(=O)n(C3CCCC3)c(=O)c3cc(OC)c(OC)cc32)c1
  -3	-19	0.2	-0.5
Cc1cccc(N(CC(=O)NCCSc2nc3ccccc3s2)S(=O)(=O)c2ccccc2)c1
  2	-2	0.0	-1.1
CCOC(=O)c1ccc(-c2ccc(C(c3c[nH]c4ccccc34)c3c[nH]c4ccccc34)o2)cc1
  6	-9	-0.1	0.6
N#CC1=C(N)Oc2cc(O)ccc2C1c1ccc(Cl)c(Cl)c1 (centres undefined)
  -4	-3	-0.1	-0.1
C#CCCN(CCC#N)c1nnc(C)s1
  -8	3	-0.1	1.0
OCCNCCSc1nc2ccccc2s1
  -6	0	0.1	0.1
CC(=O)Nc1ccc(Nc2nc3ccc(C)cc3n3cnnc23)cc1
  3	-8	0.0	-0.9
O=C(Cn1c(=O)n(-c2cccc(C(F)(F)F)c2)c(=O)c2sccc21)NCc1ccco1
  -10	1	0.1	0.0
O=C(NC1CCN(Cc2ccccc2)CC1)c1ccnc(N2CCc3ccccc3C2)c1
  0	-10	0.2	0.4
O=C(Nc1cccc(F)c1)C1CCN(C(=O)c2ccc(F)cc2)CC1
  -16	-2	0.2	0.6
O=C(O)c1cccc(S(=O)(=O)Nc2ccccc2Cl)c1
  2	6	0.0	1.7

The results go on:
Sequence of screens: MITF inh	TEAD-YAP block	FBW7 act	GPR151 ag
Cc1cccc(C(=O)Nc2ccc(S(=O)(=O)N3CCCCC3c3cccnc3)cc2)c1 (centres undefined)
  -3	3	-0.2	-1.7
COc1ccc2[nH]c3c(=O)n(CCCC(=O)NCc4ccco4)c(=S)[nH]c3c2c1
  -13	0	0.0	-0.5
O=C(N/N=C\c1ccccc1F)c1cnccn1
  10	-30	-0.1	-0.7
Nn1cnn2c(SCC(=O)Nc3nnc(SCC(=O)Nc4ccc(Cl)c(Cl)c4)s3)nnc12
  16	3	0.2	0.6
CCOC(=O)c1sc2nc(SCC(=O)c3ccccc3)n(Cc3ccc(C)cc3)c(=O)c2c1C
  2	2	-0.1	0.2
Cc1ccc(NC(=O)CSc2nc(C)nc3c2c(=O)n(C)c(=O)n3C)cc1
  -2	13	0.5	0.4
Cc1cccc(NC(=O)C2NC(=O)CC2c2ccccc2)c1C (centres undefined)
  4	4	0.1	-0.3
OCCNc1nc2nc(Cl)nc(N3CCCCC3)c2n1Cc1ccccc1
  -4	0	0.0	-0.4
COc1ccc(CC(=O)Nc2ccc(N3CCC(NCc4ccsc4)CC3)cc2)cc1
  18	2	0.2	0.0
Cn1c2ccccc2c2c(C(=O)N3CCCC3)cn(C3CCCCC3)c(=O)c21
  -3	-8	0.1	-1.4
COc1ccc(/C(N)=N/OC(=O)CC2CCCCC2)cc1
  -19	-27	-0.1	1.2
CS(=O)(=O)N(CC(=O)NCc1ccccn1)C1CCCCC1
  6	-7	-0.3	0.5
COc1ccc2cc(CCNC(=O)c3cccc([N+](=O)[O-])c3)c(=O)[nH]c2c1
  8	6	-0.1	0.3
C/C(=N\NC(=S)NC(C)C)c1ccc2c(c1)OCO2
  -7	-1	-0.4	-0.5
COC(=O)c1sccc1N1C(=O)Nc2ccccc2N1O
  -11	5	0.1	-0.1
COc1ccc(-c2cc(C)[nH]c(=S)n2)cc1
  -2	-4	-0.1	1.6
Cc1ccc(OC(C)C(=O)N/N=C/c2ccccn2)cc1 (centres undefined)
  15	5	0.2	-1.5
COc1ccccc1C(=O)N1CCN(Cc2ccc3c(c2)OCO3)CC1
  -5	2	0.0	1.6
CCOC(=O)c1ccc(NCc2ccc(Cl)cc2)cc1
  -8	-3	-0.1	0.1
Cc1c(C(=O)NCc2ccoc2)oc2ccc3c(c12)C(=O)CC(C)(C)O3
  -8	14	-0.3	-0.5

New compounds follow.
Sequence of screens: MITF inh	TEAD-YAP block	FBW7 act	GPR151 ag
CCOCCCn1c(SCc2ccc(C)cc2)nc2ccccc2c1=O
  3	6	-0.1	0.0
COc1ccc(CC(=O)N2CCC[C@H]2Cn2nc(-c3ccc(F)cc3)ccc2=O)cc1
  -6	-1	0.0	-0.4
COCCN1CCN(C(=O)c2cc(COc3ccc(F)cc3F)on2)CC1
  0	1	-0.1	3.0
Cc1ccc(-c2csc(/C(C#N)=C/c3ccc(I)cc3)n2)c(C)c1
  -2	4	-0.1	-0.4
Cc1csc(SCC(=O)c2c[nH]c3ccccc23)n1
  7	-34	-0.1	-1.9
CCOC(=O)c1c(NC(=O)c2cccc(Cl)c2)sc2c1CCCCC2
  5	1	0.1	1.2
O=C(NCc1cccc(F)c1)c1nc2ccc(-c3cn[nH]c3)cc2s1
  4	-19	-0.3	2.6
O=C(c1ccc2nc[nH]c2c1)N1CCN(CCn2cccn2)CC1
  14	9	0.0	1.1
CC(Oc1cccc(Cl)c1)C(=O)Nc1c(C#N)cnn1-c1ccccc1 (centres undefined)
  7	-6	0.0	1.6
COc1ccc(NC(=O)/C(C)=C\C(=O)O)cc1OC
  10	3	0.5	-0.3
CCOc1ccc(NC(=O)CSc2nnc(-c3cccs3)n2CC)cc1
  11	15	0.1	1.5
O=c1nc(/C=C/c2cc(Br)ccc2O)oc2ccccc12
  -4	-6	-0.3	0.8
CC1(C)Cc2c(c(N3CCOCC3)nc3sc4c(NCCc5ccccc5)ncnc4c23)CO1
  6	12	0.1	0.8
CCOC(=O)C1=C(C)N=c2s/c(=C/c3cc([N+](=O)[O-])ccc3N3CCN(C)CC3)c(=O)n2C1c1ccc(SC)cc1 (centres undefined)
  3	-6	-0.1	0.0
CC(NC(=O)C1CCN(C(=O)c2cc3sccc3n2C)CC1)c1ccccc1 (centres undefined)
  15	2	0.5	-0.4
O=C(O)CSc1cnccc1C(F)(F)F
  -5	5	-0.1	-0.2
O=C(CCC1CCN(C(=O)C2Cc3ccccc3O2)CC1)Nc1ccccc1 (centres undefined)
  6	-21	0.3	-0.7
O=C(Oc1ccc(NS(=O)(=O)c2ccc3ccccc3c2)cc1)c1ccccc1
  9	1	-0.1	-0.5
CC1CN(CCC(=O)NCC2CCCN(CCc3ccccc3)C2)Cc2ccccc2O1 (centres undefined)
  -11	12	-0.4	0.6
CCN(c1ccccc1)c1nc2nonc2n2c(C)nnc12
  -3	-10	-0.1	-0.1

Reprinted at random: five records from the list.
Sequence of screens: MITF inh	TEAD-YAP block	FBW7 act	GPR151 ag
O=C(NCc1cccc(F)c1)c1nc2ccc(-c3cn[nH]c3)cc2s1
  4	-19	-0.3	2.6
CCOc1ccc(NC(=O)CSc2nnc(-c3cccs3)n2CC)cc1
  11	15	0.1	1.5
CCN(c1ccccc1)c1nc2nonc2n2c(C)nnc12
  -3	-10	-0.1	-0.1
O=c1nc(/C=C/c2cc(Br)ccc2O)oc2ccccc12
  -4	-6	-0.3	0.8
COc1ccc(CC(=O)N2CCC[C@H]2Cn2nc(-c3ccc(F)cc3)ccc2=O)cc1
  -6	-1	0.0	-0.4

Carrying on.
Sequence of screens: MITF inh	TEAD-YAP block	FBW7 act	GPR151 ag
O=C(Nc1cccs1)Nc1ccc(F)cc1F
  2	-15	-0.3	0.1
Cc1sc(NC(=O)c2ccccc2)c(CN2CCCC2)c1C
  0	-33	-0.1	-4.3
O=C(Nc1ccc2c(c1)CN(C(=O)C1CCOCC1)CC2)c1ccccc1Cl
  -2	34*	-0.1	0.8
Cc1cccc(NC(=O)CNCCN2CCCCC2)c1C
  62*	1	-0.2	1.1
CC(=O)NC1=NN(C(C)=O)C(c2cccc(OC(C)=O)c2)S1 (centres undefined)
  15	4	0.0	-0.2
Cc1ccc(-c2csc(NCC3CCCO3)n2)cc1 (centres undefined)
  20	-53	0.0	0.1
COc1ccc(/C=c2\sc3ncnn3c2=O)c(OC)c1
  7	4	-0.1	4.2
O=C(NCC(c1ccco1)S(=O)(=O)c1cccs1)c1ccccc1F (centres undefined)
  13	-9	0.5	-0.7
Cc1ccc(N2C(=O)SC(Nc3cccc4ccccc34)C2=O)cc1 (centres undefined)
  15	1	0.0	-1.4
Cc1ccc(N=C(Nc2ccc(C)cc2)Nc2ccc(C)cc2)cc1
  18	-24	0.4	1.0
CCCCCOC(=O)C1=C(C)NC(=O)NC1c1ccc(Br)s1 (centres undefined)
  -7	7	-0.1	-0.4
Cc1c(O)ccc2c3c(c(=O)oc12)CCCC3
  20	8	0.0	-0.3

Screens: PubChem, The Scripps Research Institute Molecular Screening Center
